Screens from PubChem.
Jurkat NFkB inh = lowers PMA/ionomycin-induced NF-kB signal in Jurkat cells; PMA/ionomycin-induced NF-kB luciferase reporter, luminescence; inhibition, % at 4 µM; actives 0.53% (n = 330,000); AID 435003; in the data active = inhibition above about 50%
CXCR6 inh = CXCR6 (human) receptor inhibition. O00574. CHO-K1 PathHunter CXCR6 beta-arrestin, luminescence. inhibition, % at 20 µM. actives 0.36% (n = 360,000). AID 602244; in the data active = inhibition above about 34%, passing the limit was not always enough;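 also: antagonist mode with CXCL16 agonist at 10 nM final; 0% = 10 nM CXCL16 with DMSO and 100% = unstimulated wells without agonist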
Target sequence (O00574 whole entry, looked up): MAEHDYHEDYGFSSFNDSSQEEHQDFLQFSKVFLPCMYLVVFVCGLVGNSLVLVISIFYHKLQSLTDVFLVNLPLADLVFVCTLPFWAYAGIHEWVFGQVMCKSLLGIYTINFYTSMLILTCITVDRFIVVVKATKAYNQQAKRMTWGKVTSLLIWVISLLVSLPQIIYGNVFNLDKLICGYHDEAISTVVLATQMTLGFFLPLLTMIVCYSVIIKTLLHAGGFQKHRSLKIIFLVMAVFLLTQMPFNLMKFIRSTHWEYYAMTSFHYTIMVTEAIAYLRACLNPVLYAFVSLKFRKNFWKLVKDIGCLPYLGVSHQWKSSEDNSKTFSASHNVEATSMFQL
CCR6 antag = antagonists of human CCR6 receptor. P51684. CHO-K1 CCR6 PathHunter beta-arrestin, luminescence, CCL20-stimulated. inhibition, % at 20 µM. actives 0.49% (n = 340,000);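 active = compounds whose inhibition of the agonist-driven luminescence signal at 20 µM reaches about 50%, limit read from the data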;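 also: cells stimulated with CCL20 at 14 nM final; plate controls were DMSO with CCL20 for no effect and DMSO without agonist for full effect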
Target sequence (P51684 whole entry, looked up): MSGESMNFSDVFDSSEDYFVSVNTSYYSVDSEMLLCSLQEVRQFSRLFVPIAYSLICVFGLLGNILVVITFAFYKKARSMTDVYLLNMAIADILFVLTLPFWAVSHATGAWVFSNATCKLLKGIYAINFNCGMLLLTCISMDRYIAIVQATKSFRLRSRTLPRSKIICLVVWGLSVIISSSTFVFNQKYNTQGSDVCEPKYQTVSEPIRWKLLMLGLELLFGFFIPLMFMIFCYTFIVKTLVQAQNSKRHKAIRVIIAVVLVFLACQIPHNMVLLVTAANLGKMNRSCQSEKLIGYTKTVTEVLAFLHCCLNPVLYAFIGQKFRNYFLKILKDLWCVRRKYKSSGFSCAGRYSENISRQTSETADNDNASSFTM
UPR XBP1 act = activators of adaptive arm of unfolded protein response (XBP1) | CHO-XBP1 luciferase reporter, IRE1-XBP1 UPR activation, luminescence; percent of tunicamycin response, DMSO as zero | activation, % at 20 µM | actives 0.33% (n = 330,000) | AID 463104;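 active = versus positive control, 20 µM dose yields 30% or more activation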;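 also: 100% = tunicamycin at 10 µg/mL and 0% = DMSO only wells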
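Material: CHO-XBP1 cells stably carrying IRE1-XBP1-driven luciferase reporter / Amount: 1000 cells per well / Compound: 20 µM, 1% DMSO / Times: 6 h treatment, 37 °C / Detection: luciferase luminescence / Measure: % activation of reporter signal versus tunicamycin and DMSO controls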
Mdm2-MdmX inh = disrupts the human Mdm2-MdmX interaction; O15151+Q00987; SaOS-2 split-luciferase Mdm2/MdmX complementation, luminescence; inhibition, % at 8 µM; actives 3% (n = 330,000); AID 485346;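 active = inhibition of at least 50% at 8 µM in the primary screen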
Gli-Sufu antag = antagonists of Gli-Sufu signaling; inhibition, % at 5 µM; actives 0.74% (n = 340,000); Sufu-KO-LIGHT fibroblasts, Gli luciferase reporter luminescence;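 active = inhibition above about 55%, limit read from the data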;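 also: 0% = DMSO-treated cells and 100% = wells with medium but no cells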
UPR CHOP act = apoptotic UPR (CHOP) activation. actives 0.34% (n = 330,000). activation, % at 10 µM. CHO-CHOP luciferase reporter, luminescence; percent of tunicamycin response over DMSO baseline;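 active = at 10 µM dose, activation of 40% or more, normalized to positive control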;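 also: 100% = tunicamycin at 10 µg/mL and 0% = DMSO alone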
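System: CHO-CHOP luciferase reporter cell line; amount: 500 cells/well; buffer or medium: F12 medium containing 10% fetal bovine serum; incubation: 6 h compound exposure at 37 °C after overnight seeding; measured by: luciferase luminescence after 10 min with Steady-Glo reagent; evaluation: % reporter activation, DMSO baseline versus tunicamycin full activation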
697 NFkB inh = inhibitors of the PMA/ionomycin-induced NF-kB reporter in 697 B cells. 697 B-cell NF-kB luciferase reporter, 16 h. inhibition, % at 4 µM. actives 0.33% (n = 330,000). AID 435022; in the data active = inhibition above about 35%
EBI2 block = blocks human EBI2 receptor beta-arrestin signaling | P32249 | EBI2 beta-arrestin recruitment, luminescence, 7a,25-OHC stimulated | inhibition, % at 5 µM | actives 0.81% (n = 360,000) | AID 651636; in the data active = inhibition above about 38%;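 also: enzyme fragment complementation signal reports receptor beta-arrestin coupling in cells; 0% = agonist plus DMSO wells and 100% = wells without agonist; some results beyond the cut were filed as inactive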
Target sequence (P32249 whole entry, looked up, the tested form may be a part): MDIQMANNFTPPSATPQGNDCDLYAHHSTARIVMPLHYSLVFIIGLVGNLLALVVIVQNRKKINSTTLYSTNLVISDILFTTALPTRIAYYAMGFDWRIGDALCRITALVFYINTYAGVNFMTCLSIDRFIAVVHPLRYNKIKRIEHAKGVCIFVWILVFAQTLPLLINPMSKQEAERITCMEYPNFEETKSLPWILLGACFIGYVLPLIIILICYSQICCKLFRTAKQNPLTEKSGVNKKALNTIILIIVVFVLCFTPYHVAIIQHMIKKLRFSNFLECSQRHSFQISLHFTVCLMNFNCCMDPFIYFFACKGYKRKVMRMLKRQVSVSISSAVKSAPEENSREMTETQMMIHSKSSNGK
The depositor's hits bear a star; / = not tested or not shown.

SMILES | Jurkat NFkB inh | CXCR6 inh | CCR6 antag | UPR XBP1 act | Mdm2-MdmX inh | Gli-Sufu antag | UPR CHOP act | 697 NFkB inh | EBI2 block
Cc1ccc(Cn2c(=N)n(CC(O)c3ccco3)c3ccccc32)cc1 (stereo unspecified) | 10 | -11 | -4 | -4 | 20 | 18 | -1.7 | -7 | 0
O=C(Nc1ccc(Cl)cc1)OCc1cncs1 | -18 | -4 | -9 | 4 | -26 | -18 | 4.0 | -28 | -13
N#CCN=C(c1ccccc1)c1ccccc1 | -8 | 8 | 3 | -2 | -1 | -6 | 0.4 | 16 | -5
N#CC1CN(C(c2ccccc2)c2ccccc2)C1 | -9 | -9 | 12 | 0 | 3 | -2 | -1.8 | 1 | -6
CCOc1ccccc1N1CC(C(=O)NNC(=O)c2ccc(F)cc2)CC1=O (stereo unspecified) | -6 | 5 | 5 | 0 | -3 | -17 | -1.9 | -15 | -8
CCCCc1cc(=O)oc2cc(OCC(=O)NCCN3CCOCC3)c(Cl)cc12 | -7 | 21 | 8 | 1 | 19 | 18 | -0.9 | -22 | 6
O=C(COC(=O)c1ccc(OC(F)F)cc1)NCCNC(=O)COC(=O)c1ccc(OC(F)F)cc1 | 0 | -1 | -10 | -4 | 9 | 15 | -0.3 | 8 | -1
CCC1Oc2ccccc2N(CC(=O)NCCCN2CCCCC2CC)C1=O (stereo unspecified) | 14 | 5 | 6 | -2 | -9 | 9 | 0.8 | 7 | -4
Cn1c(SCc2ccc(F)cc2Cl)nc2ccccc2c1=O | 9 | -12 | 9 | -1 | 22 | 49 | 6.1 | -28 | -9
Cc1cc(C=NCCO)c(C)n1-c1cc(Cl)ccc1Cl | -5 | 8 | -8 | -1 | 9 | -6 | -0.4 | -4 | -6
O=[N+]([O-])c1ccccc1/C=C\C=N\N1CCN(c2ccccc2)CC1 | -10 | 4 | 12 | -6 | -8 | 7 | 0.6 | 12 | 23
COc1ccc(C2SCCN2C(=S)Nc2cccc(C(F)(F)F)c2)cc1 (stereo unspecified) | 1 | 0 | -1 | 2 | -11 | 3 | -0.4 | -6 | -9
Cc1cc(C(=O)COC(=O)/C=C/c2cccc(Br)c2)c(C)n1C | 13 | 8 | 14 | -1 | 10 | -8 | 4.9 | 6 | 5
COc1ccccc1CNC(=O)COC(=O)Cc1c(F)cccc1Cl | -6 | -1 | -2 | -3 | 16 | 0 | 0.0 | 12 | -6
CCn1nc(CCC(=O)O)c2ccccc2c1=O | -6 | 6 | -30 | 0 | -4 | 7 | -1.6 | 5 | -18
CC1CCCC(NC(=O)CSc2nnc(N)s2)C1C (stereo unspecified) | -7 | 5 | 4 | 2 | -9 | 6 | -1.1 | 0 | -9
Cc1ccc(-c2nnn(CC(=O)N(Cc3ccco3)C(C(=O)NC3CCCC3)c3cccs3)n2)o1 (stereo unspecified) | 9 | 4 | 15 | 0 | 5 | 4 | 1.6 | 11 | 10
C/C=C(/C)C(=O)Nc1cccc(C2=NOC3(C2)C[C@H](C(N)=O)N(C(=O)COc2ccc(Cl)cc2)C3)c1 (stereo partly specified) | -13 | -2 | -15 | 0 | 12 | -2 | -1.8 | -6 | 7
Cc1cccc(/C=N/NC(=O)NC2CCCCC2)c1 | -11 | 2 | 8 | 2 | -13 | -9 | 2.3 | -21 | -3
Cc1cnc([N+](=O)[O-])n1CCOC(=O)NC(=O)c1ccc(C(F)(F)F)cc1 | -15 | 4 | -6 | -3 | 9 | / | 1.8 | 14 | 3
CCCCN(C(=O)CSc1nn(-c2ccc(F)cc2)c(=S)s1)c1c(N)n(CCCC)c(=O)[nH]c1=O | 5 | 0 | 16 | 0 | 2 | 3 | 1.2 | -3 | 1
COc1ccccc1NC(=O)CSc1nncn1-c1cccnc1 | 17 | -9 | 10 | -1 | 3 | 0 | -0.5 | 19 | -20
O=[n+]1c2c(n([O-])c3cc(Br)ccc31)CCC2 | -15 | 3 | -8 | -7 | -5 | 13 | 0.2 | -11 | 3
CCOc1ccccc1CNC(=O)CCNC(=O)Cn1ccc2ccccc2c1=O | 1 | 6 | 12 | 2 | 8 | 4 | -2.2 | 0 | -2
COC(=O)c1cccc(NC(=O)c2nn(C)c(=O)c3ccccc23)c1 | 2 | 5 | 9 | 4 | 0 | 7 | 1.7 | -7 | 0

Three entries out of the list, arranged by molar mass, highest first.
SMILES | Jurkat NFkB inh | CXCR6 inh | CCR6 antag | UPR XBP1 act | Mdm2-MdmX inh | Gli-Sufu antag | UPR CHOP act | 697 NFkB inh | EBI2 block
Cc1cc(C(=O)COC(=O)/C=C/c2cccc(Br)c2)c(C)n1C | 13 | 8 | 14 | -1 | 10 | -8 | 4.9 | 6 | 5
O=[N+]([O-])c1ccccc1/C=C\C=N\N1CCN(c2ccccc2)CC1 | -10 | 4 | 12 | -6 | -8 | 7 | 0.6 | 12 | 23
Cc1cc(C=NCCO)c(C)n1-c1cc(Cl)ccc1Cl | -5 | 8 | -8 | -1 | 9 | -6 | -0.4 | -4 | -6

Further structures:
SMILES | Jurkat NFkB inh | CXCR6 inh | CCR6 antag | UPR XBP1 act | Mdm2-MdmX inh | Gli-Sufu antag | UPR CHOP act | 697 NFkB inh | EBI2 block
COc1cc(OC)cc(C(=O)Nc2ccccc2NC(C)=O)c1 | -20 | -8 | -17 | 1 | -11 | -1 | -10 | 3 | -8
CCn1cc(S(=O)(=O)CC(=O)Nc2ccc3c(c2)OCCO3)c2ccccc21 | -3 | -9 | -12 | 0 | 11 | 6 | 0.7 | 5 | 1
COc1ccc(S[C@@H](CCN2CC[C@H](C)CCC2=O)c2ccccc2)cc1 | -7 | -1 | 26 | 3 | 8 | -1 | 2.9 | -2 | 14
CN(C(=O)c1ccc(F)cc1)c1ccccc1C(=O)NCc1ccccc1 | -21 | -1 | 10 | -6 | 6 | 13 | -0.2 | -3 | -9
Cc1cc(C)cc(NC(=O)c2cccc3c2C(=O)N(C2CCCCC2)C3)c1 | 0 | -7 | 13 | 2 | 17 | -2 | 1.8 | -7 | 0
COc1cc(/C=C/c2noc(-c3ccccc3O)n2)cc(OC)c1OC | -58 | 4 | 2 | 2 | -30 | -40 | 0.2 | -77 | 14
OCCNCc1c(OCc2ccc(Cl)cc2)ccc2ccccc12 | 27 | 0 | -4 | -2 | 53* | 1 | 1.0 | 9 | -1
CCC1CCCCN1S(=O)(=O)c1ccccc1 (stereo unspecified) | -16 | -8 | 2 | -4 | 16 | -1 | 0.4 | -12 | -1
CCOc1ccc(S(=O)(=O)NC(C)C(=O)NCc2cccnc2)cc1 (stereo unspecified) | 2 | -6 | -3 | -6 | -2 | -2 | 2.1 | -1 | -4
COc1cccc(C(=O)NCCNC(=O)c2ccco2)c1 | -4 | -2 | 4 | 4 | 29 | 0 | 0.0 | 0 | 10
COc1cccc(C(=O)OCn2nnc3ccccc3c2=O)c1OC | 5 | -5 | 9 | 0 | -11 | 4 | 1.7 | 15 | -4
Cc1cc(C(=O)Nc2cccc(S(=O)(=O)N3CCCCC3)c2)c2ccccc2n1 | -4 | 0 | 19 | -1 | 32 | 3 | -2.6 | 8 | 2
O=C1/C(=C\c2ccccc2Cl)SC(=S)N1CCC(=O)N1CCCc2ccccc21 | 16 | 4 | 13 | -2 | 99* | 23 | 2.1 | -14 | -2
CC(C)(C)c1cc(NC(=O)COC(=O)c2ccc3c(=O)n4c(nc3c2)CCC4)n(-c2ccccc2)n1 | 3 | -1 | 9 | -1 | -11 | 7 | -1.5 | 0 | -2
O=C(NCc1ccccc1Cl)C1CCN(c2ncnc3c2nc2n3CCCCC2)CC1 | 7 | -3 | 6 | -5 | 16 | 20 | 0.0 | -4 | 7
CC(=O)c1c(C)[nH]c(-c2ccccc2)nc1=S | 11 | 9 | 22 | 1 | 16 | 2 | -1.2 | -4 | -3
CSc1ncccc1C(=O)OCC(=O)NC(C)C | -1 | 1 | 8 | -1 | -15 | -6 | -2.4 | 5 | -13
FC(F)(F)c1cc(-c2ccccc2)nc(NC2CCCC2)n1 | -6 | 2 | 15 | -1 | 14 | 2 | 0.4 | -25 | 8
CCCCn1c(CCC(=O)O)nc2c1c(=O)[nH]c(=O)n2CCC | 5 | 1 | 10 | 1 | 3 | 3 | 0.0 | 9 | -10
O=C1OC(c2ccc(F)cc2)=N/C1=C\c1ccc(Br)o1 | -6 | 0 | 10 | -1 | 14 | 1 | 0.9 | -1 | 5
CCCC(=O)Nc1nc2ccc(NC(=O)c3ccc(Br)o3)cc2s1 | -1 | 0 | -11 | 1 | 24 | 6 | 4.0 | -18 | 2
O=C(C1=COCCO1)N(Cc1nnc(-c2ccccc2Cl)o1)C1CC1 | 1 | 3 | 0 | -1 | -2 | 10 | 1.1 | 13 | 9
CCc1ccc(NC(=O)CSc2nc(=O)n3cc(C)ccc3n2)cc1 | 9 | 7 | 0 | -1 | 1 | -5 | 0.1 | 0 | 4
COCCNC(=O)C1CCCN(S(=O)(=O)c2c(C)noc2/C=C/c2cccs2)C1 (stereo unspecified) | 10 | -17 | 7 | 2 | -17 | 4 | 3.9 | 4 | -5
CN(C)CCN1C(=O)C(=O)/C(=C(/O)c2ccc(F)cc2)C1c1ccccc1F (stereo unspecified) | 7 | 0 | -1 | -1 | 18 | 9 | 1.2 | 13 | -2
Next part:
SMILES | Jurkat NFkB inh | CXCR6 inh | CCR6 antag | UPR XBP1 act | Mdm2-MdmX inh | Gli-Sufu antag | UPR CHOP act | 697 NFkB inh | EBI2 block
Cc1ccc(S(=O)(=O)NCC(=O)OCC(=O)c2ccc(Cl)s2)cc1 | -1 | 0 | 2 | 0 | 12 | -5 | 0.4 | 3 | -4
CCOC(=O)C1=CN(c2cccc(F)c2)C=C(C(=O)OCC)C1c1cc(OC)c(O)c([N+](=O)[O-])c1 | 11 | 27 | 49 | -3 | 27 | 3 | -0.3 | -7 | 7
NNC(=O)COc1ccccc1F | 96* | -5 | 1 | 1 | 6 | -1 | 1.1 | -1 | 0
CCCCCCCOc1ccc(C2CC(=O)N(C)C2=O)cc1 (stereo unspecified) | -5 | 8 | 17 | -2 | -11 | -20 | 0.6 | -27 | -13
COc1ccc(C(=O)CNC2=NCCC2)cc1 | -10 | 2 | -5 | -2 | 15 | 3 | -1.4 | 3 | -8
COc1ccc(C(C)=O)c(Oc2nc(CN3CCOCC3)nc3scc(-c4cccs4)c23)c1 | -14 | 8 | 7 | 3 | 6 | 10 | 1.7 | -18 | 13
Cc1ccc(CN2CC(C(=O)Nc3cccc(C)n3)CC2=O)cc1 (stereo unspecified) | 10 | -4 | 2 | -4 | 6 | -5 | 1.0 | -2 | 3
COc1ccc(-c2nnc(SCc3cccnc3)o2)cc1 | -28 | -8 | 5 | 1 | -20 | -26 | 5.5 | -24 | -8
COc1ccccc1NC(=O)CSc1ccc2nnc(-c3cccnc3)n2n1 | -8 | -9 | 12 | -2 | 11 | 5 | -1.8 | -10 | 6
CCC(C)c1c(O)nc(SCC(=O)Nc2ccccc2)[nH]c1=O (stereo unspecified) | -9 | 3 | -2 | 0 | -13 | -3 | -0.6 | -13 | -11
O=S(=O)(c1cccs1)N1CCN(CC(O)COc2cccc(Br)c2)CC1 (stereo unspecified) | -6 | -5 | 9 | -1 | 22 | 9 | -1.3 | 12 | 26

Another view of part of the listing above.
Each structure is followed by: Jurkat NFkB inh | CXCR6 inh | CCR6 antag | UPR XBP1 act | Mdm2-MdmX inh | Gli-Sufu antag | UPR CHOP act | 697 NFkB inh | EBI2 block
NNC(=O)COc1ccccc1F
 : 96* | -5 | 1 | 1 | 6 | -1 | 1.1 | -1 | 0
CCC(C)c1c(O)nc(SCC(=O)Nc2ccccc2)[nH]c1=O (stereo unspecified)
 : -9 | 3 | -2 | 0 | -13 | -3 | -0.6 | -13 | -11
